Screens (PubChem BioAssay)
WT yeast gro inh: growth inhibition of WT yeast, mitochondrial fusion screen; mitochondrial fusion phenotypic screen, WT strain; inhibition, % at 10 µM; 190,000 compounds, 2.1% hits; in the data active means inhibition above about 58%; tested in S. cerevisiae
CSM14.1 death rescue: protection against thapsigargin-triggered cell killing – 384-well, CSM14.1, ATP luminescence, primary screen (AID 1222); CSM14.1 thapsigargin-induced death rescue, ATP luminescence; higher % means a stronger effect; cellular ATP content (survival), % at 20 µM, or EC50 in µM where a hit was titrated; 190,000 tested, under 10 active;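 active means EC50 below 50 µM in the dose-response confirmation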;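 further: death triggered by thapsigargin at about 15 µM added after 2 h compound pretreatment; cell ATP read after overnight thapsigargin exposure of roughly 18 to 22 hours; normalized against plate controls of thapsigargin alone and 5% DMSO vehicle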
UTI89 phage lysis: protection from phage-mediated lysis, alamar blue read-out – E. coli UTI89, K1F phage, bacterial capsule biogenesis inhibitors (AID 488966); E. coli UTI89 K1F phage lysis, alamar blue, 2 h; higher % means a stronger effect; one-dose inhibition, % at 100 µM; IC50 in µM for titrated hits; 340,000 compounds, 0.02% hits;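 active means phage lysis inhibition, versus mean bacterial control, above a set limit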;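 further: capsule biogenesis inhibitors block K1F phage lysis so surviving cells raise fluorescence; higher fluorescence means more inhibition of phage lysis; actives were called in the ten point dose series up to 300 µM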
human PMI inhibitors: human PMI inhibitors, high substrate, primary screen, biochemical, fluorescence intensity, high mannose 6-phosphate (AID 1220) | recombinant PMI enzyme, coupled fluorescence intensity; higher % means a stronger effect | one-dose inhibition, % at 20 µM; IC50 in µM for titrated hits | 190,000 compounds, 0.66% hits
Lipid droplet: hepatic lipid droplet formation modulation; 240,000 compounds, 0.4% hits; inhibition, % at 6.5 µM; AML12 mouse hepatocytes, oleate lipid droplets, BODIPY imaging;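 active means lipid droplet intensity inhibited by at least 50%, with more than 500 cells counted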
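material = mouse AML12 hepatocyte cell line, fixed after treatment | also added = 100 µM oleic acid challenge | doses = compound at 6.5 µM only | schedule = overnight exposure | technique = Image-based BODIPY and DAPI two-channel analysis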
human PMI inhibition: MPI enzyme activity inhibition – biochemical, fluorescence intensity, coupled assay, primary screen (AID 1209); purified PMI enzyme, coupled fluorescence intensity; higher % means a stronger effect; inhibition, % at 20 µM, or IC50 in µM where a hit was titrated; 190,000 compounds, 0.42% hits;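 further: plate controls were DMSO vehicle for no effect and wells lacking substrate for full effect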
Myeloid diff MLP: promotes myeloid progenitor differentiation; ER-HoxA9 myeloid progenitors, lysozyme-GFP differentiation, flow cytometry; 360,000 compounds, 1% hits; calls only at 10 µM; AID 624256;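 active means normalized GFP-positive differentiation at or above the plate's own cutoff, the solvent-only control mean plus 3 SD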;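 further: cells exposed to compound for four days before flow analysis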
TNAP activation fold: stimulation of alkaline phosphatase TNAP activity – biochemical, luminescent, no phosphate acceptor, uHTS, primary screen (AID 1001); purified TNAP, luminescent activation assay, no phosphate acceptor; higher activation fold means a stronger effect; one-dose activation fold at 20 µM; EC50 in µM for titrated hits; 200,000 compounds, 0.03% hits; in the data active means activation fold from about 3, or a potency from the dose series; inactive means the rest, 99 in 100 with activation fold below about 1.6; further: many of its hits are not listed in these tables
M1AAP inhibition: P. falciparum M1AAP inhibitors, biochemical, fluorogenic H-Leu-NHMec substrate, 1536-well (AID 1445). recombinant M1AAP, H-Leu-NHMec fluorogenic kinetic assay; higher % means a stronger effect. one-dose inhibition, % at 30 µM; IC50 in µM for titrated hits. 220,000 compounds, 0.42% hits;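 active means primary inhibition above the hit cutoff, then over 50% inhibition at one or more dose response concentrations, cut at about 23% in these data, passing the limit was not always enough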;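 further: plate controls were DMSO full reaction for no effect and no enzyme background for full effect; strong numbers were not always called active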
WT yeast gro inh mutant strain: second read-out of WT yeast gro inh, no call of its own (marks repeat the call); inhibition, %; mitochondrial fusion phenotypic screen, mutant strain inhibition
Lipid droplet cells 6.5 µM: further read-out of Lipid droplet, marked with its call; cell count; measured here: cell count, cytotoxicity flag;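 cells counted across two imaged fields per well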
Myeloid diff MLP GFP+ MAC1+ %: recorded beside Myeloid diff MLP, whose call it bears; GFP+ MAC1+ double positive, %; measured here: differentiation confirmed by MAC1 staining
An asterisk follows results filed as active; i = inactive; . = not tested or not shown; ! = not active in a repeat; [ ] = another dose, or the depositor's remark. Unless noted, no stated cut-off is given here; in the data, active means inhibition above about 50%; inactive means the rest. Not all compounds are listed; the hit share may differ from the screen's.

structure | WT yeast gro inh | WT yeast gro inh mutant strain | CSM14.1 death rescue | UTI89 phage lysis | human PMI inhibitors | Lipid droplet | Lipid droplet cells 6.5 µM | human PMI inhibition | Myeloid diff MLP | Myeloid diff MLP GFP+ MAC1+ % | TNAP activation fold | M1AAP inhibition
C=CCn1c(O)c(C=NCCN2CCOCC2)c(=O)[nH]c1=S | . | . | . | i | . | 2 | 696 | . | i | 0.7 | . | 6%
O=C(OCCN1CCOCC1)C1(c2ccccc2)CCCC1 | 8 | 10 | -2.2% | 0.2% | -23% | -6 | 712 | -28% | i | 0.0 | 1 | 3%
C=CCn1c(O)c(N=Nc2c(C)n(C)n(-c3ccccc3)c2=O)c(=O)[nH]c1=S | 3 | -4 | -2.9% | 0.0% | 27% | -10 | 639 | -1% | i | 0.3 | 0.9 | -16%
O=C(O)C1(c2ccc(Cl)cc2)CCC1 | -3 | -6 | . | 1.8% | 9% | -3 | 679 | 11% | i | 0.5 | 1.1 | 8%
COCCn1cc(C(=O)N2CCC3(CC2)OCCO3)c2c3ccccc3n(C)c2c1=O | 13 | 12 | -2.1% | 3.1% | 1% | . | . | 4% | i | 1.3 | 1.1 | 14%
Cc1cccc(N2C(=O)NC(=O)/C(=C\c3ccc(N4CCOCC4)cc3)C2=O)c1 | . | . | . | -1.4% | . | -4 | 716 | . | i | 0.4 | . | 6%
O=C(CCN1CCCCC1)NCC(=O)Nc1ccc(Br)cc1C(=O)c1ccccc1 | 8 | 1 | -1.3% | 2.2% | 2% | . | . | 2% | i | 0.9 | 1 | 1%
C=CCc1cc(C=C2C(=O)NC(=O)NC2=O)cc(OC)c1OCc1ccc(C(=O)O)cc1 | -10 | 2 | -0.8% | 0.2% | -14% | -1 | 724 | -13% | i | 1.2 | 1.1 | 16%
CCCCCn1c(=O)c(C(=O)NCc2ccncc2)c(O)c2ccccc21 | 3 | -7 | 0.0% | -0.8% | 7% | . | . | 8% | i | 0.2 | 1 | -13%
COc1ccc(N2CCN(C(CNC(=O)Oc3ccccc3)c3cccnc3)CC2)cc1 (configuration not stated) | 2 | 0 | -1.3% | 0.0% | 6% | -3 | 609 | 9% | . | . | 1 | 2%
CCSC1=NN1c1cc(C)nc(N)n1 | . | . | . | 0.5%[50 µM] | . | 3 | 737 | . | i | 0.5 | . | 0%
O=C(CF)NC(NC(=S)Nc1cccc([N+](=O)[O-])c1)C(Cl)(Cl)Cl (configuration not stated) | 15 | 6 | -1.0% | 0.2% | -13% | -2 | 721 | -5% | i | 0.2 | 1 | 16%
COc1ccc(CN2C(=O)NC(=O)/C(=C/c3ccoc3)C2=O)cc1 | . | . | . | -1.2% | . | 5 | 776 | . | i | 1.2 | . | 17%
N#CC1=C(N)Oc2c(c(=O)oc3ccccc23)C1c1ccccc1OC(=O)c1cccs1 (configuration not stated) | 4 | 19 | -2.5% | 1.2%[50 µM] | -1% | 4 | 675 | 4% | i | 0.1 | 1 | 5%
CCCCC12CNCC(C)(CNC1)C2=O | 16 | -3 | -2.8% | 10% | 7% | -28 | 658 | 8% | i | 8.7 | 1.1 | 1%
Cc1cc(C=O)c(C)n1C1CCCCC1 | 12 | 21 | -0.7% | 0.1% | -6% | 17 | 776 | -5% | i | 1.0 | 1.1 | 3%
Cc1nc2ccccc2c(=O)n1-c1ccncc1 | . | . | . | 0.1% | . | -14 | 637 | . | i | 0.4 | . | 4%
Cc1ccc2c(c1)c(=O)c1c3n2CCN(CC#N)C3CC1 (configuration not stated) | -7 | -5 | 2.2% | -0.3% | -1% | 1 | 697 | 2% | i | 0.5 | 1.1 | -2%
O=C(Cn1ncc2c3ccccc3n(Cc3ccc(F)cc3)c2c1=O)N1CCC2(CC1)OCCO2 | 3 | -11 | -0.3% | -0.2% | 6% | -30 | 718 | 4% | i | 1.0 | 1 | 4%
Cn1cccc1/C=C1\C(=O)NC(=O)N(Cc2ccccc2Cl)C1=O | 0 | 10 | 1.3% | 0.2% | -18% | -18 | 740 | -19% | i | 0.0 | 1 | 8%
Cc1cccc(OC(=O)N2CCOCC2)c1 | -19 | 3 | 0.0% | 0.4% | -8% | . | . | -9% | i | 0.7 | 1 | -1%
OC(c1cccc(Cl)c1)(c1cccc(Cl)c1)C1CN2CCC1CC2 (configuration not stated) | -16 | -5 | -5.6% | 1.5% | -6% | -45 | 510 | -10% | i | 0.5 | 1.1 | .
CN1CCN(c2ccc([N+](=O)[O-])c3cccnc23)CC1 | -2 | -21 | -1.7% | 1.3% | 64%* | . | . | 41% | i | 0.6 | 0.9 | -15%
Cc1ccc(-n2cc(CNC(C)Cc3cnccn3)c(-c3cccc(C)c3)n2)cc1 (configuration not stated) | 66* | 53* | -2.1% | 6.2% | -8% | -7 | 659 | 2% | i | 0.3 | 1.1 | -3%
O=c1cc(-c2ccc(O)c(O)c2)oc2cc(O)cc(O)c12 | . | . | . | 0.0% | . | 3 | 699 | . | i | 0.5 | . | 23µM*!

Single entries from the results shown.
For Lipid droplet, `C=CCn1c(O)c(C=NCCN2CCOCC2)c(=O)[nH]c1=S` is listed with 2
For Myeloid diff MLP GFP+ MAC1+ %, `O=C(Cn1ncc2c3ccccc3n(Cc3ccc(F)cc3)c2c1=O)N1CCC2(CC1)OCCO2` is listed with 1.0

Next section:
structure | WT yeast gro inh | WT yeast gro inh mutant strain | CSM14.1 death rescue | UTI89 phage lysis | human PMI inhibitors | Lipid droplet | Lipid droplet cells 6.5 µM | human PMI inhibition | Myeloid diff MLP | Myeloid diff MLP GFP+ MAC1+ % | TNAP activation fold | M1AAP inhibition
Cc1ccc(S(=O)(=O)N(C)C/N=C(\N)N[N+](=O)[O-])cc1 | -2 | 5 | -0.9% | . | 2% | -1 | 559 | 2% | i | 0.2 | 1.1 | -5%
CCC(=O)OC1(Cc2ccc(CC)cc2)CC(C)N(C)CC1C (configuration not stated) | . | . | . | 1.4% | . | -87 | 704 | . | i | 0.5 | . | 2%
CCN(CC)CCCOC(=O)C(OC)(c1ccccc1)c1ccccc1 | 4 | 14 | -0.1% | 2.0% | 2% | 18 | 767 | 0% | i | 7.2 | 1.2 | 0%
C(#CCN1CCOCC1)COCc1ccccc1 | -2 | 0 | -1.2% | -0.2% | -11% | . | . | -18% | i | 0.4 | 1.1 | -2%
CN(C)CC1Oc2ccccc2OC1(O)c1ccccc1 (configuration not stated) | . | . | . | -1.1% | . | -8 | 710 | . | i | 0.0 | . | 6%
O=C1NC(=S)N(c2ccc(Cl)cc2)C(=O)/C1=C/N1CCN(C(=O)c2ccco2)CC1 | -15 | 1 | -1.5% | -0.5% | 34% | . | . | 42% | i | 2.1 | 1.1 | 6%
O=C1C2CCCN2C(c2cccc(Cl)c2)N1c1ccccn1 (configuration not stated) | 1 | 18 | -2.2% | 0.4% | 5% | . | . | 13% | i | 0.7 | 1.1 | -2%
O=C(Cn1ncc2ccsc2c1=O)N1CCC2(CC1)OCCO2 | 6 | 5 | -0.9% | 0.4% | -5% | . | . | -5% | i | 14 | 1.1 | 12%
O=C(Nc1ccccc1)N1CCC2(CC1)OCCO2 | 0 | 5 | 0.9% | 0.2% | -7% | -12 | 501 | -8% | i | 0.1 | 0.9 | 3%
COCCCN1Cc2ccccc2C1=N | 10 | 4 | -0.6% | 2.5% | -3% | . | . | 2% | i | 4.2 | 1 | 0%
CCOC(=O)C(O)(c1ccc(N=c2ccccn2C)cc1)C(F)(F)F (configuration not stated) | . | . | . | -1.6% | . | -1 | 648 | . | i | 0.7 | . | 6%
CN(C)c1ccc(C=C(C#N)C#N)cc1 | 8 | -11 | 2.5% | 5.2% | -8% | -24 | 615 | 0% | i | 0.9 | 1 | 1%
O=c1[nH]c(O)c(C=Nc2ccccc2Sc2ccccc2)c(=O)[nH]1 | . | . | . | 0.1% | . | -16 | 575 | . | i | 0.8 | . | 0%
CCCCc1nc2ccccc2c(=O)n1-c1ccc(Cl)cc1[N+](=O)[O-] | 64* | -6.4* | 10% | -0.5% | -4% | . | . | 2% | i | 4.6 | 1.1 | 2%
COc1ccc(-c2nc(CSCC(=O)N3CCC4(CC3)OCCO4)c(C)o2)cc1OC | 27 | 4 | -1.1% | -0.1% | -1% | . | . | 4% | i | 2.2 | 1.1 | 9%
Cc1cccc(N=Cc2c(O)n(-c3ccccc3C)c(=O)[nH]c2=O)c1 | 10 | -1 | 0.1% | 4.5% | -6% | . | . | -5% | i | 1.4 | 1.1 | -1%
CN1OC[C@@H]2COc3ccc4ccccc4c3[C@@H]21 | 14 | -11 | 1.8% | -1.7% | -7% | -1 | 690 | -11% | i | 0.3 | 1.2 | -8%
O=C(NC(C(Cl)Cl)N1CCOCC1)c1ccccc1 (configuration not stated) | 3 | 5 | -0.5% | 0.2% | -6% | -10 | 742 | -6% | i | 0.2 | 1 | 11%
Cc1cc2c(s1)NC(=O)CN=C2c1cccs1 | -8 | 0 | -3.1% | 0.6% | 5% | -24 | 696 | 6% | i | 2.4 | 1.1 | 10%
CCc1ccccc1NC(=O)CSc1nnc([C@@H](N)Cc2c[nH]c3ccccc23)o1 | 5 | 0 | -0.8% | -0.4% | -5% | . | . | -3% | i | 3.3 | 1.3 | 5%
O=c1c2ccccc2nc(/C=C/c2ccc3c(c2)OCO3)n1-c1cccc(O)c1 | -15 | -17 | 19% | 2.2% | 15% | 24 | 524 | 26% | i | 0.7 | 1.1 | 4%
Cc1ccccc1CS(=O)(=O)Cc1ccc(C(=O)N2CCC3(CC2)OCCO3)o1 | 9 | 11 | 1.5% | 0.0%[50 µM] | -10% | . | . | -6% | i | 0.4 | 1 | -2%
O=C(CCN1C(=O)COc2ccccc21)N1CCC2(CC1)OCCO2 | -4 | -11 | 0.8% | 0.1% | 0% | . | . | 0% | i | 4.1 | 1.1 | 6%
COC(=O)C(O)(c1ccc(NC(=O)NC2CCCCC2)cc1)C(F)(F)F (configuration not stated) | 10 | -20 | 1.0% | 0.3% | 0% | 2 | 739 | -2% | i | 0.2 | 1.1 | -1%
CCOC(=O)C(=CNc1ccc(C(O)(C(=O)OCC)C(F)(F)F)cc1C)C(=O)OCC (configuration not stated) | 1 | 14 | -1.2% | 0.9% | 14% | -144 | 477 | 12% | i | 0.5 | 1 | 6%
CCOC(=O)C1(CCCc2ccccc2)CCN(C2CCCC2)CC1 | 9 | 21 | -1.4% | 0.1% | -2% | -14 | 710 | 3% | i | 1.0 | 1 | 5%
